High-throughput results: PubChem BioAssay, several laboratories
LYP inhibition – inhibitors of LYP phosphatase, biochemical, fluorescence intensity, uHTS (AID 1779); Tyrosine-protein phosphatase non-receptor type 22 (Homo sapiens); recombinant LYP phosphatase, fluorescence intensity; higher % means a stronger effect; inhibition, % at 11.5 µM, or IC50 in µM where a hit was titrated; hit rate 0.054% among 290,000; in the data active = inhibition above about 50%;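 note: plate controls were vehicle with enzyme for no effect and no enzyme for full effect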
PhoP inhibition – inhibitors of PhoP regulon expression, primary screen, Salmonella Typhimurium, GFP reporter (AID 1863) | S. Typhimurium PhoP-regulated promoter GFP reporter, 4 h; higher % means a stronger effect | one-dose inhibition, % at 50 µM; IC50 in µM for titrated hits | hit rate 0.16% among 300,000;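 active = inhibition over 29.93%, a cutoff 3 SD above the screen mean, later confirmed by dose response; inconclusive = inhibition over 29.93% but no dose response follow-up; inactive = inhibition at most 29.93% or unconfirmed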;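 note: 0% = low Mg2+ inducing control and 100% = high Mg2+ repressing control; strong numbers were not always called active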
MgcRacGAP inhibition – MgcRacGAP GTPase-activating activity inhibitors, confirmation, biochemical, ADP Hunter fluorescence; Rac GTPase-activating protein 1 (Homo sapiens); MgcRacGAP-stimulated Rac1 GTP hydrolysis, ADP Hunter fluorescence; higher % means a stronger effect; GST-tagged Rac1 F28L mutant substrate; inhibition, % at 30 µM, or IC50 in µM where a hit was titrated; hit rate 0.6% among 340,000; AID 624330, 2012;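 active = first-screen hits whose inhibition reached a set limit at any dose in the follow-up dose series; inconclusive = inhibition above the set first-screen limit but never retested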;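 note: fluorescence reports GDP produced by GAP-driven GTP hydrolysis; strong numbers were not always called active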
West Nile virus CPE – West Nile virus antiviral activity, cell-based, CPE readout (AID 1621); West Nile virus-infected cells, CPE inhibition; higher % means a stronger effect; CPE inhibition, % at 10 µM; hits with a dose series show IC50 in µM; hit rate 0.02% among 290,000; in the data active = a potency from the dose series; inconclusive = CPE inhibition mostly from about 3.7% at the one dose, without a potency; inactive = the rest, 99 in 100 with CPE inhibition below about 2.2%; note: strong numbers were not always called active
GPR35 antagonists – GPR35 antagonists blocking zaprinast-driven arrestin recruitment, primary screen, imaging, U2OS, beta-arrestin-GFP, zaprinast agonist (AID 2058) | inhibition, % at 10 µM, or IC50 in µM where a hit was titrated | hit rate 0.052% among 290,000 | G-protein coupled receptor 35 (Homo sapiens) | U2OS GPR35 beta-arrestin-GFP translocation imaging, zaprinast antagonism; higher % means a stronger effect;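 active = inhibition of at least 50% with at least 30 cells and total cytoplasm GFP at most 10,000,000; inconclusive = under 30 cells or total GFP of 10,000,000 plus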
Dengue-2 NS5 capping – Dengue-2 NS5 methyltransferase inhibitors, primary screen, biochemical, confirmation dose response (AID 588689); Genome polyprotein (Dengue virus type 2 (strain 16681-PDK53)); Dengue-2 NS5 methyltransferase capping enzyme assay, biochemical; higher % means a stronger effect; one-dose inhibition, % at 25 µM; IC50 in µM for titrated hits; hit rate 0.3% among 340,000; in the data active = a potency from the dose series; inconclusive = inhibition above about 29% without an active follow-up result
Large T inhibition – SV40 large T antigen inhibitors, biochemical (AID 1903); SV40 large T antigen ATPase/helicase inhibition assay; higher % means a stronger effect; inhibition, % at 20 µM, or IC50 in µM where a hit was titrated; hit rate 0.39% among 310,000; in the data active = a potency from the dose series; inconclusive = inhibition mostly from about 32% at the one dose, without a potency; inactive = the rest, 99 in 100 with inhibition below about 32%; note: strong numbers were not always called active
ER stress rescue – rescue of cells from ER stress-induced death, primary screen, 384-well, CSM14.1, thapsigargin, ATP luminescence (AID 1222); CSM14.1 thapsigargin-induced death rescue, ATP luminescence; higher % means a stronger effect; 190,000 tested, under 10 active; cellular ATP content (survival), % at 20 µM, or EC50 in µM where a hit was titrated;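 active = EC50 below 50 µM in the dose-response confirmation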;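 note: death triggered by thapsigargin at about 15 µM added after 2 h compound pretreatment; cell ATP read after overnight thapsigargin exposure of roughly 18 to 22 hours; normalized against plate controls of thapsigargin alone and 5% DMSO vehicle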
RSV antiviral HEp-2 – RSV antiviral activity via CPE protection, HEp-2 cells, primary 10 µM value included (AID 2391); HEp-2 cells, RSV-induced CPE inhibition; higher % means a stronger effect; CPE inhibition, % at 10 µM; hits with a dose series show IC50 in µM; hit rate 0.13% among 310,000; in the data active = a potency from the dose series; inconclusive = CPE inhibition mostly from about 23% at the one dose, without a potency; inactive = the rest, 99 in 100 with CPE inhibition below about 21%; note: strong numbers were not always called active
Dengue-2 NS5 capping pilot replicate – also measured in Dengue-2 NS5 capping; calls as there; inhibition, %; measured here: pilot screen replicate inhibition
* marks the source's active call; other numbers are inactive results; ? = inconclusive; . = not tested or not shown; & = joins results of further samples.

SMILES | LYP inhibition | PhoP inhibition | MgcRacGAP inhibition | West Nile virus CPE | GPR35 antagonists | Dengue-2 NS5 capping | Large T inhibition | ER stress rescue | RSV antiviral HEp-2 | others
CC1Cc2ccccc2N1C(=O)CSc1nc(N)cc(=O)[nH]1 (centres undefined) | -5% | -4% | . | -0.3% | 10% | . | -2% | 0.2% | .
O=c1c2c(-c3ccccc3)csc2ncn1/N=C/c1ccc(O)c([N+](=O)[O-])c1 | 1% | 1% | 9% | 0.8% | -3% | 14% | 11% | 7.8% | 5.8%
Cc1cc(C(=O)O)ccc1N=Cc1c(O)ccc2ccccc12 | 2% | -1% | 3% | 0.2% | -5% | -8% | 9% | . | 6.1%
CCN1CCN(C(c2cccs2)C(C)NC(=O)CC(C)C)CC1 (centres undefined) | -5% | 1% | 9% | 1.1% | 14% | -6% | 16% | 0.4% | 0.8%
Cc1cc(NC(=O)CN2CCCC2c2nc3ccccc3s2)no1 (centres undefined) | -8% | -8% | 3% | -0.6% | 12% | -12% | 3% | -1.2% | 1.5%
O=C(NCCN1CCN(C(=O)c2cc3ccccc3oc2=O)CC1)c1cc2ccccc2oc1=O | 4% | 0% | 2% | 0.2% | 10% | -3% | 17% | 2.6% | -1.6%
Clc1ccc(OCCN2CCCCC2)c(Cl)c1 | -11% | 11% | 16% | -0.2% | 6% | 0% | 4% | -0.2% | -1.7%
Cc1ccc2nc(C)c3c(c2c1)N(c1ccc(F)cc1)CC3 | -6% | -9% | . | -0.8% | -9% | . | 9% | . | 2.8%
O=c1[nH]c(CN2CCN(S(=O)(=O)/C=C/c3ccccc3)CC2)nc2cc(Cl)ccc12 | -2% | -8% | 11% | -0.5% | 2% | 8% | 4% | . | 9.2%
COc1cccc(CNC(=O)CCCNS(=O)(=O)c2cccs2)c1 | -2% | 4% | 6% | 0.1% | 12% | -3% | 10% | -0.3% | 0.3%
Nc1cc(Oc2ccc(Cl)cc2Cl)nc(N)n1 | -7% | 14% | 2% | -0.8% | 2% | 3% | 13% | . | -0.6%
COc1ccc(NC(=O)CSc2nccn2Cc2ccco2)cc1OC | -9% | 1% | 8% | -1.0% | 19% | 0% | -2% | . | 0.5%
O=C(NCC1CCCO1)c1ccc2c(=O)n(CCc3ccccc3)c(=O)[nH]c2c1 (centres undefined) | -9% | 2% | 7% | 0.2% | -3% | -2% | 3% | -0.2% | -0.1%
CC(C)(C)NC(=S)NC(=O)C12CCC3CC(CC(C3)C1)C2 | 4% | -5% | 17% | -0.9% | 4% | -11% | 4% | -2.9% | ?
O=C(c1ccc(S(=O)(=O)N2CCOCC2)cc1)N(Cc1ccco1)Cc1cccs1 | -3% | 7% | 6% | -0.8% | 5% | -5% | 2% | -0.4% | 2.5%
COc1ccc(OC)c(N(CC(=O)NC2CCCCCC2)S(=O)(=O)c2ccc(C)cc2)c1 | 5% | -1% | 7% | -1.2% | 8% | 0% | 19% | . | 1.4%
CCCCCC(O)CCC(=O)NNC1=CC(=O)CC(C)(C)C1 (centres undefined) | -3% | 1% | 10% | -0.2% | -4% | -1% | 9% | -1.4% | -0.4%
CN(Cc1cccc(C(F)(F)F)c1)C(=O)C1CCC(=O)N(CC2CCCCC2)C1 (centres undefined) | -9% | 1% | -41% | -0.8% | -3% | 0% | 1% | . | 3.4%
COc1cccc(CNC(=O)C2CCCN(c3ncnc4c3nc3n4CCCCC3)C2)c1 (centres undefined) | 3% | -11% | 12% | 0.8% | 2% | -9% | 9% | . | 1.3%
COc1ccc(C(=O)Nc2ccc3c(c2)C(=O)N(C)C3=O)cc1OC | -9% | 10% | 5% | -0.2% | 2% | -3% | 5% | . | 2.4%
CCC(CC)C(=O)Nc1nnc(-c2cccs2)s1 | 10% | -6% | 8% | 0.3% | -8% | -2% | 10% | -1.4% | 1.5%
O=C(CCc1ccccc1)Nc1ccc(NC(=O)c2ccco2)nc1 | 2% | -3% | 12% | 0.1% | 16% | 2% | 6% | 0.3% | 1.3%
Cc1ccc(CSc2nnc(SCC(=O)N/N=C/C=C/c3ccco3)s2)cc1 | 20% | -16% | 13% | . | -12% | -4% | 9% | -3.0% | 1.1%
Cc1[nH]c2ccccc2c1/C=N/NC(=O)c1ccccc1 | 4% | -3% | 8% | -0.6% | 11% | -5% | 10% | . | 1.7%
O=C(CSc1ncn[nH]1)N1N=C2/C(=C/c3ccco3)CCCC2C1c1ccco1 (centres undefined) | -2% | -8% | 14% | 1.5% | -5% | -5% | 13% | 3.8% | 16%
COc1ccc(C(=O)NC(=S)NNC(=O)c2ccc(NC(C)=O)cc2)cc1Br | 2% | -2% | 8% | -0.2% | 1% | 7% | 7% | -0.2% | 1.6%
CCN(CC)S(=O)(=O)c1ccc(C)c(C(=O)Oc2cccc(-c3cnc4ccccc4n3)c2)c1 | -4% | 4% | 3% | -0.8% | -4% | 4% | 8% | 1.4% | 6.6%
Cc1ccc(NC(=O)CSCC(=O)N2CCOCC2)cc1 | -5% | 1% | 4% | -0.5% | -13% | -2% | 5% | -2.7% | -1.1% | Dengue-2 NS5 capping pilot replicate=-0.6
CCC(CC)C(=O)N1CCN(c2ccccc2)CC1 | -5% | 0% | 4% | 0.1% | 6% | -4% | 14% | -2.3% | 0.9%
COCCCNC(=S)NNC(=O)Cn1nc(C)c(Br)c1C | -9% | 24% | 7% | -0.8% | 14% | -6% | -84% | -2.3% | 1.4%
COc1cccc(NC2=C(C#N)C(=O)NC(c3cccc(OC)c3O)S2)c1 (centres undefined) | -4% | -12% | 36% | 0.2% | 11% | -5% | 17% | . | 2.1%
COc1ccc(S(=O)(=O)N2CCOC2CNC(=O)C(=O)NCc2ccco2)cc1OC (centres undefined) | -6% | -1% | -2% | -0.1% | -5% | -16% | 8% | . | 0.7%
Cc1ccc(NC(=O)CN2C(=O)CSc3ccc(S(=O)(=O)N4CCCCC4)cc32)cc1 | -2% | -4% | 9% | 0.1% | 5% | -1% | 8% | . | 1.4%
COC(=O)c1[nH]c2ccccc2c1Sc1ccccc1 | -4% | 11% | 8% | -0.6% | 2% | -5% | -14% | . | 3.4%
Cc1ccc(NC(=S)N(CCCN2CCOCC2)Cc2ccccn2)cc1 | -1% | -3% | 11% | -1.2% | 10% | -3% | 2% | -2.7% | -0.8%
COc1ccc2c(c1)C(=O)N1[C@H]3c4cc(Br)ccc4OC[C@@H]3[C@H](c3ccccc3)[C@]1(C)C(=O)N2 | . | . | 4% | . | . | 0% | 7% | . | -3.7%
CSc1nc(NCc2ccco2)c2c3c(sc2n1)CN(C)CC3 | -5% | 7% | . | -0.6% | 5% | . | 9% | -0.9% | .
COc1ccc(CCN(C)C(=O)c2cc(-c3ccccc3)nc3ccc(C)cc23)cc1OC | -8% | -4% | 8% | 0.4% | -14% | -3% | 10% | . | 2.0%
Nc1nc(SCC(=O)NCCc2ccccc2)[nH]c(=O)c1-c1ccccc1 | -5% | 9% | . | -0.4% | -1% | . | 5% | 0.9% | 0.4%
Nc1nc(-c2cccnc2)nc2sc3c(c12)CCCC3 | -4% | -3% | 11% | -0.4% | 3% | -6% | 27% | -2.6% | 52%
O=C(O)CCc1nc(-c2ccccc2)c(-c2ccccc2)o1 | 0% | -2%&-10% | . | 2.7% | -8% | . | 14%&5% | 0.5% | -0.5%
CCn1c(Sc2ccc(N)cc2Cl)nc2ccccc21 | -2% | -8% | -1% | 0.5% | -10% | -6% | -4% | 4.9% | 3.0%
Clc1ccc(N=C2SCC3CCCCN23)cc1 (centres undefined) | -9% | 4% | 2% | -0.5% | 10% | 1% | -4% | . | ?
CC(C)(O)C#Cc1ccc(CN2CCC(n3nccc3NC(=O)C3CC3)CC2)cc1 | -7% | -2% | 3% | 0.0% | 0% | -3% | 11% | . | 0.5%
O=C(Nc1ccc2c(c1)OCO2)N1CCCc2ccccc21 | -5% | -11% | 14% | -0.9% | -4% | -4% | 27% | . | 0.6%
O=C(/C=C/c1ccc(Cl)cc1)Nc1ccc(S(=O)(=O)Nc2ncccn2)cc1 | -6% | -5% | 6% | 0.0% | -4% | 7% | 9% | -0.1% | 0.1%
Cc1ccc(NC(=O)CCC(=O)NNC(=S)Nc2ccccc2)c(C)c1 | -6% | -7% | 1% | 0.0% | 10% | -11% | 24% | 0.6% | 1.1%
CCCn1c(SC(C(=O)Nc2cc(C)ccc2OC)c2ccccc2)nc2ccccc2c1=O (centres undefined) | 8% | -1% | 5% | 0.3% | -7% | 2% | 4% | -2.9% | 5.8%
Cc1cccc(-c2c(NC(=O)c3ccco3)oc3ccc(Cl)cc3c2=O)c1 | -7% | -1% | 1% | ? | 4% | 28% | . | . | 2.2%
C/C(Cn1nc([N+](=O)[O-])cc1C)=N\NC(=O)COc1c(Cl)cc(Cl)cc1Cl | -1% | 5% | 8% | -0.6% | -6% | -3% | 10% | 0.5% | 3.9%
O=C1CC(NCc2ccc3c(c2)OCO3)C(=O)N1Cc1ccc2c(c1)OCO2 (centres undefined) | -3% | 6% | 9% | 0.4% | 18% | -2% | 6% | 0.3% | 0.1%
COC(=O)Cn1c(=NC(=O)CSCC(=O)Nc2cc(C)on2)sc2ccccc21 | -5% | -7% | 10% | 0.1% | 3% | 1% | 4% | . | 2.9%
CCOC(=O)c1sc(NC(=O)CN2CCCC2)c(C(=O)OCC)c1C | 0% | -6% | 3% | . | 2% | -3% | 27% | 2.5% | 1.1%
CC(=O)Nc1ccc(NC(=O)CCc2nc3ccccc3c(=O)[nH]2)cc1 | -3% | -9% | 3% | 0.2% | 3% | -11% | 9% | 0.1% | 1.4%
Cc1ccc(SCCC(=O)N2CCC(C(N)=O)CC2)cc1 | -2% | 1% | 7% | 0.2% | 9% | 1% | 7% | 2.4% | 1.2%
CC(C)(C)N=Cc1cc(-c2ccccc2)sc1O | 0% | 3% | 8% | 0.7% | 2% | -5% | 11% | -1.5% | 1.0%
COc1ccc(-c2cc(C(=O)Nc3nc4ccccc4s3)c3ccccc3n2)cc1OC | 5% | -2% | 11% | -0.8% | -4% | -3% | 3% | -2.3% | 9.6%
CC(C)CC(=O)N1CCN(CC2CC=CCC2)CC1 (centres undefined) | -4% | 8% | 31% | 0.1% | -8% | -7% | 23% | -2.7% | -1.6%
